BRCT inh red: disrupts BRCA1 BRCT binding to phosphoprotein, red fluorophore readout | Potency, µM (doses to about 76.9 µM), for inactives: at the highest dose activity change, negative = inhibition, actives largely listed as inhibitors | P38398 | 0.03% of 75,000 active | AID 892 | BRCT-phosphopeptide binding, red fluorescence polarization; also: % is scaled to controls: 0 for no effect and ±100 for the full control effect
Target sequence (P38398 whole entry, looked up): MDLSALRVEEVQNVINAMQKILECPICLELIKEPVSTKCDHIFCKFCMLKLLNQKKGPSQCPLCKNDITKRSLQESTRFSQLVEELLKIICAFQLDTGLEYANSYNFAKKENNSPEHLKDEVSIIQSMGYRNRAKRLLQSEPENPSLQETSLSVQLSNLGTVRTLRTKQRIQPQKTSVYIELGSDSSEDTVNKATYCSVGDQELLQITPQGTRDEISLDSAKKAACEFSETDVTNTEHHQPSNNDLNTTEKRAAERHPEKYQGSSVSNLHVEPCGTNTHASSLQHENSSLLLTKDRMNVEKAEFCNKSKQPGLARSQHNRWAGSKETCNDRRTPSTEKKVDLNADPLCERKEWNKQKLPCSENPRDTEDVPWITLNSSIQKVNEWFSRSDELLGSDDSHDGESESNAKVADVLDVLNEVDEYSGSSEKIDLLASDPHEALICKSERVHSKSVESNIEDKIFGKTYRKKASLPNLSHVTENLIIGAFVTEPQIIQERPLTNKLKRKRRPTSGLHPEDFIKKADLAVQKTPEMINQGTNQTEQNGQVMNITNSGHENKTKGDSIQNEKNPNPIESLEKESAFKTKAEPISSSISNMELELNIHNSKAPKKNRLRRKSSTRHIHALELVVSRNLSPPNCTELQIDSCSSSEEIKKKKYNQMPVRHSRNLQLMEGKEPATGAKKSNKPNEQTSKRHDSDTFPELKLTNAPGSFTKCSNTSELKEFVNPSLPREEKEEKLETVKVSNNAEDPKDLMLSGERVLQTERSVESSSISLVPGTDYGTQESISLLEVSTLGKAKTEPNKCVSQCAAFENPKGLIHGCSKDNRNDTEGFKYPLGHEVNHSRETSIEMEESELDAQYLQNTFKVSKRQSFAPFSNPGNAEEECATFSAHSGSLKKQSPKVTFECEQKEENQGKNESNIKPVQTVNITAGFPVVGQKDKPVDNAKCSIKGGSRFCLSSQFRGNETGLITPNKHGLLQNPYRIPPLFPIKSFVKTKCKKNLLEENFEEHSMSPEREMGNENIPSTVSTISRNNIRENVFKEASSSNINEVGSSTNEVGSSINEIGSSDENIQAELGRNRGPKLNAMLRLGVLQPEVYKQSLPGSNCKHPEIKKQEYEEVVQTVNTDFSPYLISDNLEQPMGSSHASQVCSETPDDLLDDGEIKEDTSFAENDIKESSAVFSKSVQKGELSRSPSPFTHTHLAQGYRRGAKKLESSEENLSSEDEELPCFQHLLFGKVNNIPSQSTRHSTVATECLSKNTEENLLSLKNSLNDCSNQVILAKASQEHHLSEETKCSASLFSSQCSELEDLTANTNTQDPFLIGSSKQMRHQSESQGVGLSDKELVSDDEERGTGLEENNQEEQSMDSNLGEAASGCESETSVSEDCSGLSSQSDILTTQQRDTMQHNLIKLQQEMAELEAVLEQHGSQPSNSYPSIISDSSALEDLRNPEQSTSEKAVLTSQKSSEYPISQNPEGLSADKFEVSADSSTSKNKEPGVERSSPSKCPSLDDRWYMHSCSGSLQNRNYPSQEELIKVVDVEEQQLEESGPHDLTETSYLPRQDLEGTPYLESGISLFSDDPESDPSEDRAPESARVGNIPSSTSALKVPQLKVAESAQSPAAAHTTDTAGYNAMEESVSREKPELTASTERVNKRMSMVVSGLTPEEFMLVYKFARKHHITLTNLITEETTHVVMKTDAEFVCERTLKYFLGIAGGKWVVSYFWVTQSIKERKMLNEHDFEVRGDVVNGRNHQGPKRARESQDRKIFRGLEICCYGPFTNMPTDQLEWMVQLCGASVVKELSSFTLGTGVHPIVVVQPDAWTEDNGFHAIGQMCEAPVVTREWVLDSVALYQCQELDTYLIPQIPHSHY
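Fluorescence polarization: 100 nM His-tagged BRCA1 BRCT with 100 nM TAMRA-labelled phospho-BACH1 decapeptide, phosphate buffer pH 7.3 with 150 mM NaCl, DTT, 0.01% Tween 20; 12 min RT. Binding inhibition seen as FP decrease.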
Ub-GFP proteasome: ubiquitin-GFP accumulation via proteasome inhibition. Ubiquitin-GFP reporter cells, proteasome inhibition, GFP fluorescence; response scale: untreated = 0%, 10 µM MG-132 = 100%. AID 526. Potency, µM (top dose mostly 45.9 µM), without a hit: at the highest dose activation (GFP accumulation), hits mostly activators. 67,000 tested, under 10 active; active = well fitted activation curve with a large enough effect, not every such curve was filed as active; inconclusive = small, poorly fitted or top-dose-only effect, or another doubt; inactive = no such curve, though single readings can be large or run the other way; also: potency is read from the fitted curve at half-maximal effect
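U2OS Ub(G76V)-GFP reporter; O/N plating, 0.5% FBS; cpd 46 uM–2.9 nM, 4 h, 37 °C; GFP+ cell count, 488/515 nm; norm. to basal vs 10 uM MG-132; CRC fit.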
4MU fluor: compounds fluorescent in 4-MU spectral region; compound autofluorescence, 340/450 nm, 4-MU equivalents; hits give high values; max dye-equivalent concentration, M; 11% of 59,000 active; AID 589; in the data active = max dye-equivalent concentration above about 10 nM; inconclusive = mostly about 1.1 nM to 9.6 nM
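Compounds in 100 mM Tris, pH 8.0, incubated 15 min at room temperature, then fluorescence read at 340 nm excitation/450 nm emission. Signal converted to 4-MU dye-equivalent concentration using an on-plate six-point 4-MU standard curve.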
A350 fluor: compounds fluorescent in Alexa 350 spectral region; Compound autofluorescence, 340/450 nm, Alexa 350 dye-equivalents; hits give high values; 11% of 59,000 active; max dye-equivalent concentration, M; AID 590; in the data active = max dye-equivalent concentration above about 10 nM; inconclusive = mostly about 1.1 nM to 9.6 nM
HEK293 cAMP ctrl: counter-screen for TSHR agonists: cAMP increase in parental HEK293 | parental HEK293 CNG cAMP sensor, membrane potential fluorescence | Potency, µM (titrated, usually from 57.1 µM), inactives show at the highest dose activation, hits mostly activators | 2.5% of 73,000 active; also: potency is read from the fitted curve at half-maximal effect; % of control where 0% means no effect; nearly all actives have a fitted effect of over 55% in size
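Parental HEK 293 cells stably expressing a cAMP-gated CNG channel were loaded with membrane potential dye containing 100 uM RO 20-1724 for 60 min. Compound added for 30 min; depolarization read as fluorescence intensity at 590 nm.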
Epigenetic mod: epigenetic GFP locus derepression in mouse cells; AID 597; 0.09% of 68,000 active; Potency, µM (titrated, usually from 46.1 µM), for the others: top-dose GFP derepression (activation); mouse C127i GFP locus derepression, cytometry, 30 h; also: % of control where 0% means no effect
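Read-out is the number of GFP-positive cells, scored as fluorescent objects 20 to 120 um wide, reflecting derepression of a silenced CMV-GFP reporter in murine C127i cells after 30 h compound exposure at 37 C.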
BRCT PPI green: BRCA1 BRCT-phosphoprotein interaction inhibition; P38398; BRCA1 BRCT-phosphopeptide binding, green fluorescence polarization; Potency, µM (highest dose often 76.9 µM), for the others: at the highest dose activity change, negative = inhibition, usual class: inhibitors; 0.05% of 75,000 active;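 also: potency is read from the fitted curve at half-maximal effect; plate controls were peptide without protein for full effect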
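Fluorescence polarization: His-tagged BRCT (~35 kDa BRCA1 C-terminus, 250 nM) bound to 100 nM fluorescein-labeled phosphorylated 10-aa BACH1 peptide, pH 7.3 phosphate buffer with DTT and Tween 20. Compounds incubated 12 min at room temperature; inhibition read as lowered polarization.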
Casp1 inh: caspase-1 (human) inhibition, allosteric or competitive; Caspase-1 enzyme, Ac-WEHD-AFC fluorogenic rate; Potency, µM (titrated, usually from 57.5 µM), for the others: at the top dose activity change, negative = inhibition, usual class: inhibitors; 0.03% of 75,000 active; AID 900;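 also: potency is read from the fitted curve at half-maximal effect; plate controls were vehicle for no effect and no substrate for full effect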
Fluorescein fluor: fluorescein region autofluorescence. 0.91% of 59,000 active. max fluorescein-equivalent concentration, M. Compound autofluorescence, 480/540 nm, fluorescein-equivalent; hits give high values; in the data active = max fluorescein-equivalent concentration above about 10 nM; inconclusive = between about 1.1 nM and that limit
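In this qHTS profile, compound fluorescence was measured with a 480 nm/540 nm filter pair following a 15-min room-temperature incubation in 100 mM Tris (pH 8.0). A six-point fluorescein series on each plate served for normalization.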
USP2a inh: inhibitors of human ubiquitin-specific protease USP2a; USP2a enzymatic assay, qHTS inhibition; 0.1% of 60,000 active; AID 927; Potency, µM (titrated, usually from 38.3 µM), inactives show at the highest dose activity change, negative = inhibition, usual class: inhibitors;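 also: potency is read from the fitted curve at half-maximal effect; nearly all actives have a fitted effect of over 60% in size; plate controls were DMSO for no effect and NEM full inhibition control for full effect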
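20 nM USP2 core + cpd, 30 min RT; add 20 nM Ub-PLA2/20 uM NBD C6-HPC; read Ex460/Em535 at 0 h and 2.5 h. Normalized to NEM; qHTS curve fit/classification.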
Casp7 inh: caspase-7 (human) inhibition, allosteric or competitive; Potency, µM (highest dose often 57.5 µM), for the others: at the top dose activity change, negative = inhibition, actives largely listed as inhibitors; recombinant caspase-7, Ac-DEVD-AFC fluorescence rate; P55210; AID 889; 0.02% of 75,000 active; active = well fitted inhibition curve with a large enough effect in the main read-out, with a control signal flat, not every such curve was filed as active; inconclusive = small, poorly fitted or top-dose-only effect, or a change in a side signal; also: potency is read from the fitted curve at half-maximal effect; % of control where 0% means no effect
Active calls of the source: *; i = inactive; u = inconclusive; x = no result given; [ ] = remark or other dose. Unless noted, calls follow the shape of the dose curve; as a rule, active = well fitted curve in the direction sought with a large enough effect; inconclusive = small, poorly fitted or top-dose-only effect, or another doubt; inactive = no such curve, though single readings can be large; an effect the other way counts as inactive or inconclusive.

Sequence of screens – BRCT inh red, Ub-GFP proteasome, 4MU fluor, A350 fluor, HEK293 cAMP ctrl, Epigenetic mod, BRCT PPI green, Casp1 inh, Fluorescein fluor, USP2a inh, Casp7 inh
- CN(C)C(=O)N1CCCC(C(=O)NCc2ccccc2Cl)C1 (stereo not drawn)
 : 0.3%, -5%, i, i, 5%, 1%, -1.8%, -3%, i, 4%, 0%
- COc1ccc(C2C(C(=O)c3ccc(C)o3)=C(O)C(=O)N2c2cc(C)on2)cc1OC (stereo not drawn)
 : -0.6%, 2%, i, i, 21%, 8%, -2.3%, -6%, i, 39%[activator], -8%
- O=C(COC(=O)C1CC(=O)N(c2ccc3c(c2)OCCO3)C1)Nc1ccc2c(c1)CCC2 (stereo not drawn)
 : 1.3%, -3%, i, i, 2%, 2%, -6.2%, 3%, i, 26%, -3%
- Cc1nnc(Nc2ccc(C(=O)NCCO)cc2)c2ccccc12
 : -0.2%, -4%, u, u, 5%, 0%, 0.9%, 0%, i, 8%, 0%
- CCOC(=O)C1(C)NC(c2ccc(OC)cc2OC)C2C(=O)N(c3cccc(OC)c3)C(=O)C21 (stereo not drawn)
 : -0.7%, -2%, i, i, 13%, 0%, -1.2%, 0%, i, 2%, -1%
- COc1ccc(C)cc1S(=O)(=O)Nc1ccccc1C
 : 1.4%, 2%, i, i, 10%, -3%, 1.4%, 0%, i, -3%, 0%
- CCN(CC)c1nc2n(c(=O)n1)CCN2CC
 : -2.2%, 11%, i, i, -4%, 2%, 0.1%, 3%, i, -3%, -2%
- CCCCNC(=O)C1COc2ccccc2O1 (stereo not drawn)
 : 0.3%, 0%, x, x, 24%, 2%, 0.9%, 1%, x, -1%, 0%
- CCOc1ccc(NC(=O)N(CCN2CCOCC2)Cc2ccc3c(c2)CCCN3CC)cc1
 : 0.0%, -5%, i, i, -2%, 3%, 0.5%, -1%, i, 18%, -1%
- COCCn1nnnc1C(c1cccs1)N1CCN(c2ccccc2)CC1 (stereo not drawn)
 : 0.8%, 2%, i, i, 27%, -3%, -0.5%, 0%, u, 4%, -1%
- COC(=O)C1CC1C(NC(=O)[C@@H]1CCCN1)c1ccccc1 (stereo partly drawn)
 : -0.8%, x, x, x, 9%, x, -2.5%, -2%, x, x, -1%
- Cn1c(=O)[nH]c(=O)c2c1nc(CN1CCOCC1)n2CCCO
 : -2.4%, -10%, i, i, 4%, -4%, -1.7%, -1%, i, 0%, -1%
- COc1ccc(-n2c(COc3ccccc3)nnc2SCC(N)=O)cc1
 : -0.4%, -16%, i, i, 7%, 0%, -5.9%, 1%, i, 5%, -1%
- CCS(=O)(=O)N1CCC(C(=O)NCCc2ccccc2)CC1
 : -3.1%, 0%, i, i, 4%, 0%, -1.3%, 0%, i, 5%, 0%
- CC(C)Oc1ccc(NC(=O)c2ccncc2)cc1
 : -1.6%, -1%, i, i, 0%, -2%, -1.8%, 0%, i, 0%, -2%
- COc1ccc(OC)c(-c2cc(C(=O)Nc3c(C)nn(Cc4ccc(Cl)cc4)c3C)no2)c1
 : -0.2%, 5%, 2.4e-08M*, 1.9e-08M*, 6%, 2%, -1.4%, -4%, i, 42%[activator], -2%
- CCN(CC)CCCN1C(=O)C(O)=C(C(=O)c2cc3cccc(OC)c3o2)C1c1ccncc1 (stereo not drawn)
 : 1.1%, 1%, 1e-06M*, 1.3e-06M*, -1%, 0%, -2.9%, -3%, i, -3%, -2%
- CC1=C(C#N)C(=O)NC(C)(C)C1
 : -1.2%, -6%, i, i, -2%, 0%, -9.6%, 0%, u, -7%, 0%
- CCCC1C2CN(C(C)=O)CC=C2C(C#N)=C(N)C1(C#N)C#N (stereo not drawn)
 : -3.1%, 8%, 8.1e-08M*, 6.9e-08M*, -4%, -3%, -1.6%, -15%, u, -4%, -10%
- CCOC(=O)C1CCN(C(=O)Cc2c(C(=O)O)n(C)c3ccccc23)CC1
 : -0.7%, -5%, i, i, 0%, 7%, -1.8%, 0%, i, -1%, 0%
- CCC(C)C(=O)Nc1c2c(nc3c1CCC3)CCCC2 (stereo not drawn)
 : -1.0%, -3%, i, u, u, 5%, -0.3%, 2%, i, 2%, 0%
- c1csc(-c2noc(COc3ccc4c(c3)CCCC4)n2)c1
 : 0.9%, 2%, i, i, 25%, 2%, 0.6%, -2%, u, -14%, -1%
- O=C(NCCNC(=O)c1ccco1)c1cccc(F)c1
 : -1.5%, -2%, i, i, 24%, 1%, -5.7%, 2%, i, -7%, 0%
- CCOC(=O)c1ccc(NC(=O)Oc2ccccc2)cc1
 : 1.2%, 0%[9.17 µM], x, x, 0%[11.4 µM], -2%, -1.6%, -1%, x, 1%[7.66 µM], 2%
- N#C/C(=C\c1cccs1)Sc1nc2ccccc2s1
 : -0.4%, -1%, u, u, 30%, 0%, -2.1%, -15%, u, 28%, -23%
- Cc1ccc(NS(=O)(=O)c2cc(C(=O)O)ccc2Cl)cc1
 : 0.0%, 2%, i, i, 8%, -1%, 0.5%, -1%, u, 12%, -1%
- COc1cccc(NC(=O)C2CCCN2C(=O)Nc2cccc(F)c2)c1 (stereo not drawn)
 : -0.1%, 1%, i, i, 2%, -2%, -0.3%, 0%, i, 3%, 2%
- c1cncc(-c2nnc(SCc3cccc4ccccc34)o2)c1
 : 0.9%, 0%, x, x, 20%, -2%, 3.4%, -4%, x, x, -5%
- CN(CCC#N)C(=O)CSc1ncnc2sc(-c3ccccc3)cc12
 : 0.5%, 2%, i, i, 10%, -1%, 3.7%, -12%, u, 44%[activator], -6%
- O=C(COC(=O)c1ccco1)Nc1ccc2c(c1)OCO2
 : 1.0%, 5%, i, i, -10%, 4%, 2.1%, -1%, i, 9%, -2%
- Cc1ccc2cc(CN(Cc3ccccc3)Cc3nnnn3C3CCCC3)c(=O)[nH]c2c1
 : 0.7%, 0%, i, i, u, -1%, -2.9%, -5%, i, 31%[activator], -13%
- O=C(Oc1cccc(NC(=O)c2ccco2)c1)c1cccc(S(=O)(=O)N2CCCC2)c1
 : -0.8%, 3%, i, u, u, -4%, 1.2%, -4%, u, 35%[activator], 7%
- COc1cc2[nH]c(=S)n(C3CCCC3)c(=O)c2cc1OC
 : 1.2%, -6%, i, i, -4%, 2%, -0.9%, -6%, u, 3%, -1%
- COC(=O)c1[nH]c2ccccc2c1NS(=O)(=O)c1ccc(OC)cc1OC
 : 0.2%, 1%, i, i, -8%, 0%, -1.6%, 3%, i, 7%, -2%
- COCCNC(=O)c1cc2c(-c3ccc(Cl)cc3)nn(C)c2s1
 : -0.4%, 12%, x, x, 4%, x, 0.6%, -1%, x, x, -2%

Of the compounds above, six contain a halogen.
Sequence of screens – BRCT inh red, Ub-GFP proteasome, 4MU fluor, A350 fluor, HEK293 cAMP ctrl, Epigenetic mod, BRCT PPI green, Casp1 inh, Fluorescein fluor, USP2a inh, Casp7 inh
- CN(C)C(=O)N1CCCC(C(=O)NCc2ccccc2Cl)C1 (stereo not drawn)
 : 0.3%, -5%, i, i, 5%, 1%, -1.8%, -3%, i, 4%, 0%
- COc1ccc(OC)c(-c2cc(C(=O)Nc3c(C)nn(Cc4ccc(Cl)cc4)c3C)no2)c1
 : -0.2%, 5%, 2.4e-08M*, 1.9e-08M*, 6%, 2%, -1.4%, -4%, i, 42%[activator], -2%
- O=C(NCCNC(=O)c1ccco1)c1cccc(F)c1
 : -1.5%, -2%, i, i, 24%, 1%, -5.7%, 2%, i, -7%, 0%
- Cc1ccc(NS(=O)(=O)c2cc(C(=O)O)ccc2Cl)cc1
 : 0.0%, 2%, i, i, 8%, -1%, 0.5%, -1%, u, 12%, -1%
- COc1cccc(NC(=O)C2CCCN2C(=O)Nc2cccc(F)c2)c1 (stereo not drawn)
 : -0.1%, 1%, i, i, 2%, -2%, -0.3%, 0%, i, 3%, 2%
- COCCNC(=O)c1cc2c(-c3ccc(Cl)cc3)nn(C)c2s1
 : -0.4%, 12%, x, x, 4%, x, 0.6%, -1%, x, x, -2%

Screening data: PubChem BioAssay, National Center for Advancing Translational Sciences (NCATS)

An excerpt. The share of hits here may be higher or lower than overall.
